Screening data from PubChem BioAssay.
GRK2 inh: human GRK2 inhibition via aptamer displacement | P25098 | bead flow cytometry, FAM-aptamer displacement from GRK2 | inhibition of aptamer binding, % at 10 µM | 330,000 tested, 0.59% active | AID 488847;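 active means inhibition of aptamer binding above 40%, roughly 3 SD of noise, on plates passing a quality check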;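 further: median bead fluorescence of bound FAM aptamer so fluorescent compounds give negative values; no value below 0 was filed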
LAP4 TOR yeast: alters LAP4-GFP fluorescence in TOR pathway yeast screen; S. cerevisiae LAP4-GFP multiplex, flow cytometry GFP, 3 h; median GFP as percent of DMSO wells; GFP response vs DMSO, % at 10 µM; 320,000 tested, 0.34% active; AID 2023;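 active means GFP response vs DMSO above a set limit, about the screen mean plus 3 SD, cut at about 150% in these data; inconclusive means under 70 cell events counted for the yeast strain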
VLA-4 inh: inhibition in a human VLA-4 binding assay; VLA-4 expressing cells, ligand binding flow cytometry; inhibition, % (about 7 µM as worked out from the volumes in the protocol); AID 2557; P13612; 330,000 tested, 0.2% active; in the data active means inhibition above about 50%
Target sequence (P13612 whole entry, looked up): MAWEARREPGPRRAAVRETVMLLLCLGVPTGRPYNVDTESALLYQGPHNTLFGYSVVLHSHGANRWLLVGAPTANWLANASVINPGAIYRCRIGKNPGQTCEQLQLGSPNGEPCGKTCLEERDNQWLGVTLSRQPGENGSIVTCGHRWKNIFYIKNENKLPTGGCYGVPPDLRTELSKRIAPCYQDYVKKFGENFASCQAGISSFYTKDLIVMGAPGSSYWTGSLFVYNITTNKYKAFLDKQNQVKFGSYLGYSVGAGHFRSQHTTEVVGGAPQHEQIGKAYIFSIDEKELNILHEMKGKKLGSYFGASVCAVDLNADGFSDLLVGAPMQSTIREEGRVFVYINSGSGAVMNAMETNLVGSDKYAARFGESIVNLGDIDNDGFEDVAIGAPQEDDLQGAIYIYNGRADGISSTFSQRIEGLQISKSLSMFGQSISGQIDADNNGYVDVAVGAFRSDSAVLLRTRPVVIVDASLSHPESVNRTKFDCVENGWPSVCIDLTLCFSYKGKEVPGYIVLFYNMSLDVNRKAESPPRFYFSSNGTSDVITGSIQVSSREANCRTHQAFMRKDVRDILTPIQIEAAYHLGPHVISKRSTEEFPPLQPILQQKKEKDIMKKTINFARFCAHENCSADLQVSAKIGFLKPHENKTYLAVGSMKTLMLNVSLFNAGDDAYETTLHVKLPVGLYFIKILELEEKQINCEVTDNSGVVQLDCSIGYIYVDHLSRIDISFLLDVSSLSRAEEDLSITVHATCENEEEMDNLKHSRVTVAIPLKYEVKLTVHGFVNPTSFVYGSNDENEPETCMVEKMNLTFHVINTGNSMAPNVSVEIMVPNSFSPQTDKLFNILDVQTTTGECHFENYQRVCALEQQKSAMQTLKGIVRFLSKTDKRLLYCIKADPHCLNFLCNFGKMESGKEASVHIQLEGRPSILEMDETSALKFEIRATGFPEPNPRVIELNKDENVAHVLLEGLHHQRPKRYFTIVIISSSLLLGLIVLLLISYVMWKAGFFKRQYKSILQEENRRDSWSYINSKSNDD
MEP2-GFP yeast: yeast TOR pathway MEP2-GFP modulation; S. cerevisiae MEP2-GFP strain, flow cytometry GFP, 3 h; 100% = DMSO control level; GFP response vs DMSO, % at 10 µM; 330,000 tested, 0.51% active;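 active means GFP response versus DMSO above a set limit, roughly screen mean plus 3 SD, cut at about 180% in these data; inconclusive means fewer than 70 cells counted for a yeast strain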;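 further: median GFP fluorescence of the barcode-gated MEP2-GFP cells per well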
CIT2 TOR yeast: modulators of TOR pathway CIT2-GFP in S. cerevisiae. S. cerevisiae CIT2-GFP strain, flow cytometry, 3 h; 100 means same as DMSO wells. 320,000 tested, 0.065% active. GFP response vs DMSO, % at 10 µM. AID 2029;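 active means GFP response relative to DMSO above a set limit, near the screen mean plus 3 SD, cut at about 150% in these data; inconclusive means Fewer than 70 cells measured for a yeast strain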;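 further: ratio of well median GFP fluorescence to mean of DMSO wells on the plate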
AGP1-GFP MLPCN: alters AGP1-GFP fluorescence in TOR pathway yeast screen. GFP response vs DMSO, % at 10 µM. S. cerevisiae AGP1-GFP multiplex flow cytometry, 3 h; GFP as percent of DMSO wells. 320,000 tested, 0.02% active;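 active means GFP response relative to DMSO above a set limit, near screen average plus 3 SD, cut at about 150% in these data; inconclusive means fewer than 70 cells counted for the yeast strain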;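 further: median GFP channel fluorescence of the gated AGP1 strain per well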
Yeast superoxide: lowers age-related superoxide in aged yeast cells | AID 2690 | 330,000 tested, 0.18% active | superoxide response (% of plate mean), % at 10 µM | S. cerevisiae aged cells, superoxide DHE fluorescence; stronger effect = lower value;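 active means superoxide response under a set limit, about three screen SD below normal, cut at about 65% in these data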;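 further: yeast aged for seven days with compound at 30 °C before DHE staining; 100% = average MFI of all compound-treated wells on the plate with controls excluded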
RPL19A TOR yeast: yeast TOR pathway RPL19A-GFP modulation; S. cerevisiae RPL19A-GFP strain, flow cytometry, 3 h; stronger effect = lower value; percent response vs DMSO, % at 10 µM; 330,000 tested, 0.3% active;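 active means percent response vs DMSO below 50%; inconclusive means fewer than 70 events counted for the yeast strain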;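 further: median channel GFP fluorescence of the barcoded RPL19A-GFP strain; ratio of sample median GFP to plate DMSO average so 100% = DMSO; lower means less RPL19A-GFP as with rapamycin TOR inhibition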
Starred values were filed as active, the others as inactive; ? = inconclusive; / = no result given; [ ] = dose if it differs, or a comment.

Second line of a record – AGP1-GFP MLPCN	VLA-4 inh	MEP2-GFP yeast	RPL19A TOR yeast	GRK2 inh	CIT2 TOR yeast	Yeast superoxide	LAP4 TOR yeast
Cc1ccc(C(=O)c2c3ccc(C(F)(F)F)cc3[n+]([O-])n2CCCC(N)=O)cc1
 : 104	3	106	98	1	100	102	99
COc1ccc(-c2csc(NC(=O)c3ccc(S(=O)(=O)N4CCc5ccccc5C4)cc3)n2)cc1
 : 107	7	96	107	1	107	87	100
COc1ccc(CC(=O)Nc2nncs2)cc1OC
 : 99	2	104	99	3	96	81	95
CC1Cc2ccccc2N1C(=O)COC(=O)c1ccccc1NCCO (stereo unspecified)
 : 106	-1	110	103	3	100	105	114
CC(=O)Nc1ccc(C2=CC(=O)CC(C)(C)C2)cc1
 : 100	9	99	96	0	103	101	98
CN(C)S(=O)(=O)c1ccc(NC(=O)CN2C(=O)NC3(CCCC3)C2=O)cc1
 : 106	1	103	105	4	110	94	100
Cc1cc(-c2ccccc2)nc(N/N=C/c2ccccc2F)n1
 : 80	-3	97	95	0	97	97	102
S=C(c1nc2ccccc2[nH]1)N1CCOCC1
 : 105	-4	106	100	1	102	85	105
CCc1nc(SCc2ccc(F)cc2)n[nH]1
 : 100	13	110	102	0	106	109	100
O=C(O)c1ccc(Br)c(S(=O)(=O)N2CCCC2)c1
 : 99	0	105	98	0	98	118	107
CC(C)N(C(=O)CC1ON(C)C(=O)N1c1ccc(Cl)cc1)C(C)C (stereo unspecified)
 : 97	0	91	101	0	85	106	94
CCOc1cccnc1Sc1ccccc1
 : 109	0	101	100	1	99	69	113
CN(C(=O)COC(=O)c1c[nH]c(=O)[nH]c1=O)C1CCCCC1
 : 98	-4	107	94	0	103	80	98
COc1ccc(C(=O)NCC(=O)OCC(=O)NC(=O)c2ccc(C(C)(C)C)cc2)cc1OC
 : 102	20	102	98	2	92	145	95
CC1(C2CC2)NC(=O)N(CC(=O)Nc2cc(S(=O)(=O)N3CCCCC3)ccc2Cl)C1=O (stereo unspecified)
 : 91	10	96	91	1	89	112	97
Cc1[nH]n(-c2ccccc2)c(=O)c1C=Nc1ccc(S(N)(=O)=O)cc1
 : 105	1	97	101	0	106	106	105
CC1(C)CC(=O)C(N=Nc2cc(C(F)(F)F)ccc2Cl)=C(O)C1
 : 95	7	89	98	1	87	86	95
NC(=O)c1ccc(Sc2nnc(-c3cccs3)n2CC2CCCO2)c([N+](=O)[O-])c1 (stereo unspecified)
 : 92	15	100	98	3	95	101	83
CCN(Cc1ccncc1)C(=S)Nc1ccccc1
 : 106	-2	103	101	2	99	84	97
COc1ccc(S(=O)(=O)NCc2ccccn2)cc1Br
 : 104	0	107	109	0	109	112	100
O=C(O)c1cc(S(=O)(=O)NCC2CCCO2)ccc1Cl (stereo unspecified)
 : 103	-44	102	103	1	105	99	100
CC1(C)NC(=O)N(CC(=O)OCc2cc(=O)n3cc(Br)ccc3n2)C1=O
 : 104	-5	109	100	5	104	97	109
Cc1cc(NC(=O)C(C)SCC(=O)OC(C)C(=O)Nc2cccc(C#N)c2)no1 (stereo unspecified)
 : 109	5	95	96	0	104	94	109
CCOc1ccc(C(C(=O)NCC2CCCO2)N(Cc2cccs2)C(=O)c2snc(C(N)=O)c2N)cc1 (stereo unspecified)
 : 96	0	103	100	0	99	124	101
CCOC(=O)N1CCN(C(=O)c2ccc(N(Cc3ccccc3)S(C)(=O)=O)cc2)CC1
 : 106	-8	109	102	3	105	102	94
COCCNC(=O)c1cc2cc(Br)cc(Br)c2oc1=O
 : 97	-12	95	99	0	96	92	111
Cc1ccccc1NC(=O)C1CC(=O)N(Cc2ccccc2)C1 (stereo unspecified)
 : 108	26	100	100	1	99	91	99
C#CCOCCOCCOCCNc1nc(N2CCN(C(=O)CCCCCCCCCCNC(=O)[C@H](CO)n3cc(CCCSC)nn3)CC2)nc(N2CCN(C(=O)CCCCCCCCCCNC(=O)[C@H](CCCN=C(N)N)n3cc(C[C@@H](C)CC)nn3)CC2)n1
 : 84	-9	92	85	0	84	95	108
Cc1cc2ccccc2c(=O)n1CC(=O)NC1CCCCCC1
 : 85	1	90	87	5	83	111	97
COC(=O)c1cn(NC(=O)C2CCCCC2)c(=O)c2ccccc12
 : 103	7	103	101	0	97	99	106
Cc1cc(O)c(/C=N/Nc2ccccc2Cl)c(=O)o1
 : 83	9	91	102	0	98	112	104
Cc1cc(C)cc(OCCCC(=O)O)c1
 : 105	7	108	96	1	109	111	99
O=C(CCNC(=O)c1ccccc1Cl)Nc1cc(C(F)(F)F)ccc1Cl
 : 103	10	106	110	1	103	117	100
Cc1cc(S(=O)(=O)N2CCC3(CC2)OCCO3)c(C)cc1Cl
 : 95	-2	93	96	0	79	108	95
O=C(NCCC1=CCCCC1)C1CCC(CNc2c(N3CCCCC3)c(=O)c2=O)CC1 (stereo unspecified)
 : 97	1	96	96	0	91	98	106
CC(OC(=O)CCCN=C1NS(=O)(=O)c2ccccc21)C(=O)Nc1ccc(F)cc1Cl (stereo unspecified)
 : 93	4	117	99	0	112	123	99
COc1cccc2c1OCC/C2=N\NC(=O)COc1ccc(C)cc1
 : 103	9	110	105	1	95	98	110
Cc1csc(SCC(=O)Nc2nc(-c3ccccc3)cs2)n1
 : 80	6	94	86	0	75	103	95
NS(=O)(=O)c1ccc(N/C=C\C(=O)c2ccncc2)cc1
 : 100	29	106	105	2	102	95	103
CCOC(=O)c1cccc(NC(=O)C2CCN(S(=O)(=O)c3cccs3)CC2)c1
 : 98	1	105	/	0	102	105	102
Cc1ccc(C(=O)Nn2cnc3scc(-c4cccs4)c3c2=O)c(O)c1
 : 98	-16	106	103	0	107	114	96
CCc1ccc2oc(C(=O)N3CCN(c4ccccc4OC)CC3)cc(=O)c2c1
 : 90	13	96	100	6	94	62*	100
COc1cccc(-n2c(=O)c3sccc3n(CC(=O)NC3CCCC3)c2=O)c1
 : 101	7	112	100	0	102	81	94
CCN(CC)c1ccc(C(=O)OCC(=O)Nc2cccc(S(=O)(=O)NC3=NCCCCC3)c2)cc1
 : 92	10	103	101	0	90	116	87
CCn1cc(C(=O)N[C@@H](CCSC)C(=O)NCCCN2CCOCC2)c(=O)c2cc3c(cc21)OCO3
 : 101	27	100	99	0	111	80	89
Cc1cccc(C(=O)N2CCc3cc(-c4nc(NC(=O)Cn5nnc6ccccc6c5=O)sc4C)ccc32)c1
 : 103	16	90	103	0	85	95	101
Oc1ccccc1CN1CCC(C(O)(c2ccccc2)c2ccccc2)CC1
 : 96	8	101	97	4	98	103	88
CCn1c(SCC(=O)O)nnc1-c1cccnc1
 : 103	0	102	102	0	99	110	97
C/C(=N\NC(=O)c1ccncc1)c1cccc(NC(=O)c2ccc(C(C)(C)C)cc2)c1
 : 96[may fluoresce green]	-4	111[may fluoresce green]	103[may fluoresce green]	4	81[may fluoresce green]	81	119[may fluoresce green]
CCc1ccc(OCCSc2nc3ccccc3n2CC(=O)O)cc1
 : 98	0	101	103	0	102	92	83
COc1ccc(CCN(C)CC(O)COc2ccc(C(C)=O)cc2OC)cc1OC (stereo unspecified)
 : 105	-7	104	104	1	111	113	99
O=C(c1ccc2c(=O)n3c(nc2c1)CCC3)N1CCN(S(=O)(=O)c2cccc(F)c2)CC1
 : 106	11	99	105	0	110	99	107
O=C(OCCCN=C1NS(=O)(=O)c2ccccc21)c1ccc(F)cc1
 : 108	9	105	107	1	/	104	99
CCOC(=O)C1=C(C)N=C2SCCC(=O)N2C1c1cc(Br)ccc1OC (stereo unspecified)
 : 95	-6	89	92	0	92	110	95
COc1cc(C(=O)NCCNC(=O)c2cnccn2)cc(OC)c1OC
 : 105	2	112	105	3	104	102	109
COc1ccc(C(=O)NCC(=O)NCC2(N(C)C)CCCCC2)cc1OC
 : 99	-1	102	101	0	/	97	91
O=C(COC(=O)c1ccc(Cl)cc1O)NC(=O)C1CCCCC1
 : 114	3	107	112	0	94	99	103
CC(Oc1ccccc1)C(=O)Nc1ccccc1F (stereo unspecified)
 : 101	8	103	101	0	100	84	102
O=C(NCc1csc(-c2ccccc2)n1)c1cc(F)cc2c1OCOC2
 : 97	11	96	94	1	90	78	111
CSc1nc2ccc(NC(=O)C3CC(=O)N(Cc4ccco4)C3)cc2s1 (stereo unspecified)
 : 95	3	91	92	11	94	99	96

The listing continues:
Second line of a record – AGP1-GFP MLPCN	VLA-4 inh	MEP2-GFP yeast	RPL19A TOR yeast	GRK2 inh	CIT2 TOR yeast	Yeast superoxide	LAP4 TOR yeast
CCCCSCCCNC(=O)c1ccc(CS(=O)(=O)c2ccccc2OC)o1
 : 104	2	100	99	11	114	105	94
CC(C)c1ccc(C(=O)NNC(=O)C2CC=CCC2C(=O)O)cc1 (stereo unspecified)
 : 121	1	91	98	1	90	92	101
CC12CCC(=O)N1C(C(=O)NNC(=O)c1ccc(Cl)cc1)CS2 (stereo unspecified)
 : 96	7	94	95	0	88	128	95
Cc1ccc(OCC(=O)N2CCOCC2)cc1C
 : 94	19	101	97	2	103	91	88
Cc1cc(C)c2c(=O)[nH]cnc2n1
 : 108	8	119	118	0	112	82	99
Cc1ccc2c(c1)N(CC(=O)NCCC1=CCCCC1)C(=O)c1cccnc1O2
 : 103	5	103	97	3	97	94	103
CCOc1ccc(N(CC(=O)NCCOc2ccccc2OC)S(=O)(=O)c2ccccc2)cc1
 : 107	-7	112	107	0	116	77	97
c1ccc2c(c1)CCCC2NC1=NCCC1 (stereo unspecified)
 : /	-9	98	101	0	105	98	103
CC1CCC(C(=O)NC(C(=O)N2CCC(N3CCCCC3)CC2)C(C)C)CC1 (stereo unspecified)
 : 105	4	103	102	0	107	96	103
CS(=O)(=O)Nc1cccc(C2=NN(C(=O)c3ccccc3)C(c3cccs3)C2)c1 (stereo unspecified)
 : 95	4	103	103	3	99	106	98
Cc1ccnc(NS(=O)(=O)c2ccc(NC(=O)c3ccccc3F)cc2)n1
 : 97	-2	110	99	0	105	101	95
O=C(CC1SCCNC1=O)Nc1ccc(Cl)c(Cl)c1 (stereo unspecified)
 : 85	9	87	90	0	92	105	89
COc1cc(C(=O)Nc2ccc3nc(N4CCOCC4)sc3c2)cc(OC)c1OC
 : 91	0	94	96	1	92	117	99
Cc1cccc(-c2nc(=S)c3c(o2)CCCC3)c1
 : 95	4	101	99	0	99	108	104
CCOC(=O)C(C)n1nc(-c2ccccc2)c2ccccc2c1=O (stereo unspecified)
 : 98	-2	101	104	1	99	104	94
O=C1/C(=C\c2cccs2)SC(=S)N1C1CCS(=O)(=O)C1 (stereo unspecified)
 : ?	-2	?	13*[may fluoresce violet]	0	?	107	?
COc1ccccc1C(=O)Nc1ccccc1SC
 : 99	7	97	97	1	102	80	97
OC(Cc1ccncc1)(c1ccccc1)c1ccccc1
 : 114	24	128	96	0	113	91	113
Fc1cccc(CNCc2ccc3c(c2)OCO3)c1
 : 102	-2	109	100	0	109	94	100
O=c1cc(-c2ccccc2Cl)oc2c(NS(=O)(=O)c3ccccc3OC(F)(F)F)ccc(O)c12
 : 81	-5	88	97	0	86	95	122
COc1ccc(OC)c(C2=NO[C@@H]3C(=O)N(c4cc(Cl)ccc4OC)C(=O)[C@H]23)c1
 : 93	0	82	96	2	90	131	92
Cc1ccc2oc(=O)c3cc(C(=O)NCCCN4CCN(C)CC4)sc3c2c1
 : 101	-108	93	97	1	94	125	90
